DDE Tn6 FP inh: disrupts Tn6 cyclic peptide binding to fibrin D-Dimer-E complex. hit rate 0.21% among 370,000. inhibition, % at 8.3 µM. P02675. Fibrin DD(E) TRITC-Tn6 fluorescence polarization displacement;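 active means inhibition above a per-campaign cutoff: mean of compounds within control limits plus 3 SD, cut at about 15% in these data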;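 further: 0% = median of all compound wells on the plate and 100% = blocking peptide control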
KLK7 zymogen act: activates the human kallikrein-7 zymogen | P49862 | purified proKLK7, EDANS-DABCYL substrate fluorescence; 100% is mature enzyme control, 0% vehicle | activation, % at 7 µM | hit rate 0.9% among 370,000 | AID 652039;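 active means activation above the mean of all tested compounds plus 3 SD, computed per campaign excluding outliers beyond control limits, cut at about 13% in these data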
UHRF1 binding: human UHRF1 methylated DNA binding inhibitors; UHRF1 binding to methylated oligo, TR-FRET; inhibition, % at 4.4 µM; hit rate 0.75% among 370,000; AID 687016; in the data active means inhibition above about 21%;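 further: UHRF1 SRA domain binding a hemimethylated CpG hairpin DNA probe; 0% = median of test compound wells and 100% = reference inhibitor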
PLC-beta3 inh: PLC-beta3 (human) inhibition, primary screen | Q01970 | Purified PLC-beta3, fluorogenic substrate, fluorescence | inhibition, % at 12.2 µM | hit rate 0.18% among 370,000 | AID 720704; in the data active means inhibition above about 11%;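 further: 0% = median of compound wells on plate and 100% = full blocker control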
Target sequence (Q01970 whole entry, looked up): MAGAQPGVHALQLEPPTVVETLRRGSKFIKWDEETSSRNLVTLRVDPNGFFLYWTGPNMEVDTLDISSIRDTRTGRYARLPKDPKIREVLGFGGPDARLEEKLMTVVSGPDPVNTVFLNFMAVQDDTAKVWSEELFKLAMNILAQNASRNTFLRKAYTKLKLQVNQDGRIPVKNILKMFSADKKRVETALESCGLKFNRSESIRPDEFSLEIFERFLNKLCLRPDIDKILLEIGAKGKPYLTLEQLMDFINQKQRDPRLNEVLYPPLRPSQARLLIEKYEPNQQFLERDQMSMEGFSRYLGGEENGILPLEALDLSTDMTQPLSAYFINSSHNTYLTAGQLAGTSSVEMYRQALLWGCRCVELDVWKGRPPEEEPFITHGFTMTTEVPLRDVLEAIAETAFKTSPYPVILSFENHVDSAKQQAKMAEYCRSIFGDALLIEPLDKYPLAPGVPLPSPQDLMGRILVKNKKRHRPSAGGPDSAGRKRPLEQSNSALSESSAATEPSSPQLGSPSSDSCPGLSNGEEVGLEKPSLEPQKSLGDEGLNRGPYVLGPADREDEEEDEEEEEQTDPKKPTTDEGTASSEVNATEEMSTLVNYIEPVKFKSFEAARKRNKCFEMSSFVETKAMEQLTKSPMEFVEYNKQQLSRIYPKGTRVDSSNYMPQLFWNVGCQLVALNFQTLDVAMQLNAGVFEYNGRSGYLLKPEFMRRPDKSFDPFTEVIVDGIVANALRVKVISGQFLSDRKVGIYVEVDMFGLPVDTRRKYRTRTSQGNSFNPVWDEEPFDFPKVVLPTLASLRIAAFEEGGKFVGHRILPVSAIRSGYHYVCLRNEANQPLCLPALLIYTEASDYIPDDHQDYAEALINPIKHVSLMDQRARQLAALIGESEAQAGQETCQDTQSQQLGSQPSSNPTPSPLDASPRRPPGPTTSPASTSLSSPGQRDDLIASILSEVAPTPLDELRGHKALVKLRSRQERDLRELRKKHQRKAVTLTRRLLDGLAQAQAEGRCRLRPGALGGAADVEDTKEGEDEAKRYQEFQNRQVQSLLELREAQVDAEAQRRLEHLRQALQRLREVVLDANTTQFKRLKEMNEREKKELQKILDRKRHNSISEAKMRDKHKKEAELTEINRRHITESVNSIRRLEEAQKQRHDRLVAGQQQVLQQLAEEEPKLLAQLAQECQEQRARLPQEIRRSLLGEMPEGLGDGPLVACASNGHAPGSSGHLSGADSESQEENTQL
ASAP1 GAP inh: blocks human ASAP1-stimulated Arf1 GTP hydrolysis; Q9ULH1; inhibition, % at 16.5 µM; hit rate 0.19% among 360,000; GDP FP detection; in the data active means inhibition above about 25%;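 further: 0% = vehicle with enzyme and substrate and 100% = no enzyme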
Tn7 DDE FP: DD(E)-Tn7 binding inhibition, primary FP screen; P02675; FP displacement of FITC-Tn7 peptide from fibrin DD(E); 0% = median of compound wells per plate; inhibition, % at 8.3 µM; hit rate 0.13% among 370,000; AID 720508;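 active means inhibition above the mean of compounds falling within the control limits plus 3 SD of them, cut at about 14% in these data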;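 further: 0% = plate median of compound wells and 100% = 10 µM Aha-Tn7 peptide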
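Assay system: human fibrin DD(E) protein / Input: 2 µM fibrin DD(E) / Benchmarks: high control of 10 µM Aha-Tn7 peptide / Measured by: fluorescence polarization of the labelled Tn7 tracer / Medium: Tris buffer with calcium and detergent, pH 7.8 / Timing: 10 min compound pre-incubation, 3 h probe incubation at room temperature / Repeats: one replicate per compound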
HGIII-sPLA2 inh: Inhibits HGIII-sPLA2 liposome hydrolysis, primary screen; Q9NZ20; QFRET BODIPY PC-A2 liposome hydrolysis, fluorescence; inhibition, % at 12.2 µM; hit rate 0.56% among 370,000; AID 743126;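 active means inhibition above mean plus 3 SD of compounds lying within the high and low control bounds, cut at about 19% in these data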;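 further: 0% = median of test compound wells and 100% = no enzyme DMSO wells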
PLCg1 inh: PLC-gamma1 (human) inhibition, primary screen | purified PLC-gamma1, fluorogenic substrate, fluorescence | hit rate 0.84% among 370,000 | inhibition, % at 12.2 µM; in the data active means inhibition above about 9.5%
ARFGAP1 inh: rat ARFGAP1 inhibition; Q62848; Arfgap1-stimulated ARF1 GTP hydrolysis, GDP FP detection; inhibition, % at 16.5 µM; hit rate 0.26% among 360,000;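 active means inhibition above a per-plate limit, mean inhibition of low control wells plus 3 SD, cut at about 25% in these data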;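 further: 0% = DMSO wells with enzyme and 100% = wells lacking Arfgap1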
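Material: rat Arfgap1 GAP domain (His6, aa 1-136), purified enzyme. Also added: human ARF1(Δ1-17)-GTP substrate. Compound dosing: 16.5 µM single point, 1.26% DMSO. Timing: enzyme reaction 120 min at 25 °C after 20 min preincubation. Signal: GDP detection by fluorescence polarization. Read-out basis: percent inhibition of GAP-stimulated GDP formation, scaled between DMSO and no-Arfgap1 medians.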
Rev-erbA mod: modulators of human Rev-erb alpha DNA binding; P20393; Rev-erbα–FITC-DNA binding, fluorescence polarization, 90 min; activity, % at 10 µM; hit rate 0.79% among 370,000; AID 1259318;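 active means activity above about 14%, limit read from the data; passing the limit was not always enough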;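 further: 0% = DMSO wells with 35 nM protein and 100% = DMSO wells with 750 nM protein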
The depositor's hits bear a star.

DDE Tn6 FP inh	KLK7 zymogen act	UHRF1 binding	PLC-beta3 inh	ASAP1 GAP inh	Tn7 DDE FP	HGIII-sPLA2 inh	PLCg1 inh	ARFGAP1 inh	Rev-erbA mod	SMILES
4	-0.4	2	1	8	-7	-1	3	-4	-2	C[C@@H](CN1C(=O)C(=O)NC[C@@H]1C)NC(=O)CC12CC3CC(CC(C3)C1)C2
0	0.4	-3	-4	7	-7	-28	-3	-1	2	CC(C)(C)C1(O)CC(C(F)(F)F)=NN1C(=O)Cc1ccc([N+](=O)[O-])cc1 (configuration not stated)
5	-0.2	1	3	4	-6	4	-1	5	-1	Clc1ccc(-c2nnc(-c3ccccc3)nc2-c2c[nH]c3ccccc23)cc1
-7	-0.5	1	-6	-1	8	6	7	4	4	CCCCN(CCCC)CCNC(=O)c1cn(C)c2ccc(S(=O)(=O)N(C)C3CCCCC3)cc2c1=O
8	-0.1	12	2	-2	-4	-21	0	-1	1	CC1=CC(=O)N(c2cccc(C(F)(F)F)c2)C1c1ccc(Cl)cc1 (configuration not stated)
-1	-0.5	2	-1	13	4	5	2	1	0	COc1cccc(CN(CC(=O)NCC2CCCO2)C(=O)CNS(=O)(=O)c2ccccc2)c1 (configuration not stated)
-9	0.2	0	0	11	-5	-1	0	-8	9	Cn1cc([N+](=O)[O-])c(C(=O)NCc2ccccc2)n1
8	0.0	-1	-4	-5	4	3	1	3	0	O=C1CCC(C(=O)N2CCCCCCC2)CN1Cc1cccc(C(F)(F)F)c1 (configuration not stated)
3	-0.1	0	2	9	-14	-48	-3	13	-3	COC(=O)c1ccnc(SCC(=O)c2ccccc2)c1
-1	-0.3	0	7	5	2	-26	5	1	-3	O=C(Nc1ccc([N+](=O)[O-])cc1)C(c1ccccc1)c1ccccc1
3	-0.2	3	-2	-8	7	4	0	-7	6	Cc1cc(C)nc(/N=C(\N)Nc2ccc(S(=O)(=O)O)cc2)n1
3	0.0	-2	-3	-4	5	7	1	6	6	COc1c(C)cc(S(=O)(=O)N2CCOCC2)c(C)c1C
5	-0.2	1	-6	-18	8	-3	0	-10	-8	COc1ccc(NC(C)=O)cc1S(=O)(=O)Nc1cccc(S(=O)(=O)NC2=NCCC2)c1
0	0.1	41*	-5	3	6	-8	2	2	-4	CCC(C)COC(c1ccccc1)(c1ccccc1)C(Oc1nc(C)cc(C)n1)C(=O)O (configuration not stated)
1	0.4	3	-15	4	2	-33	-7	-1	-4	CCc1cccc2c(C(=O)C(NC(C)CC)c3ccccc3)c[nH]c12 (configuration not stated)
3	0.5	7	-1	2	4	6	-1	2	-6	[2H]C([2H])(CCOS(N)(=O)=O)c1ccccc1
-4	-1.1	3	-56	17	-2	-37	-50	10	0	Cc1cc(N/C=C/C(=O)c2cccs2)ccc1F
-1	-0.6	4	-5	11	8	11	-6	-5	0	COC(=O)c1ccc(CSc2nc3sc4c(c3c(=O)n2C)CCCC4)o1
3	0.6	1	-6	-7	-1	-6	-1	1	1	COc1cc(/C=C/C(=O)O)cc(S(=O)(=O)N2CCCc3ccccc32)c1OC
11	0.1	-1	-5	-2	-1	-2	-1	6	6	Nc1ccc2nn(-c3cc([N+](=O)[O-])ccc3O)nc2c1
7	-0.5	-1	1	-3	-4	-1	0	-12	0	O=C(c1ccc(S(=O)(=O)N2CCCCC2)cc1)N1CCCC(C(F)(F)F)C1 (configuration not stated)
6	0.7	0	-6	-3	-10	-2	0	-7	-1	CC(C)C(NC(=O)c1ccccc1)C(=O)OCn1nnc2ccccc2c1=O (configuration not stated)
-16	-0.1	-2	-10	13	-3	5	2	10	-3	COc1cccc(/C=N/NC(=O)c2cnccn2)c1O
-6	-0.4	-1	-139	2	2	0	-121	-1	-3	O=C(O)c1cc(-c2ccc3c(c2)OCO3)nc2ccccc12
-1	-0.3	2	-8	-5	4	2	0	8	-1	C/C(=N/NS(=O)(=O)c1ccc(C(C)C)cc1)c1ccncc1
-3	0.3	0	-8	-15	0	9	-6	-6	2	Cc1ccc(C(=O)NC(C)C2CCCO2)o1 (configuration not stated)
-3	-0.6	-8	0	8	-9	-53	-5	17	1	COc1cc2c(cc1[N+](=O)[O-])-c1ccc([N+](=O)[O-])cc1C2=NO
9	-5.1	1	-24	7	-3	-26	-15	-6	6	O=C(CCn1cnc(-c2ccccc2)c1-c1ccccc1)N/N=C/c1ccccc1O
5	-0.5	0	-5	-4	4	5	4	-5	-1	CCN(Cc1ccccc1)S(=O)(=O)CCNC(=O)c1ccc(OC)cc1
3	1.1	-3	3	7	-2	-1	1	-6	1	C/C(=N\NC(=O)c1cccnc1)c1nnn(-c2nonc2N)c1C
-7	0.5	-1	-26	8	-7	4	-4	-1	-1	Cc1c(C)c2ccc(OCC(=O)Nc3ccc(N4CCC(C)CC4)cc3)cc2oc1=O
0	-0.3	0	-4	3	-1	2	-1	-11	3	Cc1ccc(C(=O)C(C)OC(=O)Cn2c(C)csc2=O)cc1 (configuration not stated)
-5	0.6	0	-23	-2	2	3	-19	-9	2	CC(C)CNC(=O)c1cc2nc(C3CC3)cc(C(F)(F)F)n2n1
2	0.3	-3	-6	3	3	0	-2	11	-2	CCC(C)[C@H](NC(=O)NCc1ccc(OC)c(OC)c1)C(=O)O (some centres not stated)
-6	-0.1	-2	-4	13	1	-4	2	2	-3	CCc1ccccc1N(CC(=O)NC1CCCC1)C(=O)CNC(=O)c1cccs1
-2	-0.1	1	-5	-2	-8	-7	1	4	-1	COc1ccc(S(=O)(=O)NCC2CCCN(C(=O)CNC(C)=O)C2)cc1 (configuration not stated)
-4	0.2	3	-1	10	-3	-1	3	9	-3	CCOC(=O)c1ccc(NC(=O)NC2CCN(CC(=O)NCc3ccc4c(c3)OCO4)CC2)cc1
-5	0.0	-1	0	-3	-6	-6	0	-1	0	Cc1cc(=O)n2nc(N3CCCC(C(=O)Nc4ccc(C)c(C)c4)C3)sc2n1 (configuration not stated)
-4	-0.3	1	2	6	-4	5	5	-22	5	COC(=O)c1ccc(C2OCC(C)(C)CO2)cc1
-1	0.1	0	2	4	-4	0	0	2	-3	COc1ccc(OC2(C)CCN(Cc3ccccc3OC(F)F)C2)cc1 (configuration not stated)
-5	0.4	5	-195	14	-1	-22	-126	0	-10	O=C(N/N=C/c1c[nH]c2ccccc12)c1cc2ccccc2o1
2	-0.1	-5	0	-14	1	-2	0	0	0	Cc1ccnc(SCc2ccc([N+](=O)[O-])cc2)n1
-3	-0.3	-2	1	3	-2	1	5	6	-3	Nc1nnc(SCC(=O)N2CCc3ccccc32)n1-c1ccccc1
0	-0.7	0	-3	2	4	12	-3	12	1	C=CCN1C(=O)S/C(=C\c2ccc3c(c2)n(C)c(=O)n3C)C1=O
-10	-0.8	-1	9	3	-8	1	5	12	2	CCn1cc(NC(=O)Nc2ccccc2C(=O)OC)c(C(N)=O)n1
10	0.6	-1	-7	-1	0	3	-2	13	2	COc1cc(-c2nnc(Cn3cc(C(F)(F)F)ccc3=O)o2)cc(OC)c1OC
4	0.9	0	-1	-2	2	4	0	7	3	Cc1cc(Br)c(NC(=O)c2ccccc2[N+](=O)[O-])cc1C
-5	0.6	8	-3	15	-2	-5	0	3	2	O=C(c1[nH]c(C(F)(F)F)nc1-c1ccccc1)N1CCCN(Cc2ccc(F)cc2)CC1
15	0.4	-1	-4	-3	8	-2	3	3	5	O=C(NCCNC(=O)c1ccc(F)cc1)c1ccc(F)cc1
5	-114	-3	-94	1	2	3	-68	0	7	COC(=O)c1cc(-c2ccc(OC)c(OC)c2)c2c(=O)[nH]c(=O)n(C)c2n1
-1	0.6	-2	-3	8	-7	-9	-1	10	-4	CC(=O)Nc1ccc(S(=O)(=O)NNC(=O)NC23CC4CC(CC(C4)C2)C3)cc1
1	-0.1	0	0	-6	-2	3	0	8	-3	Cc1ccccc1-c1nnc(SCC#N)o1
2	-0.2	-1	4	-2	-6	6	2	15	0	CCCNc1nc2c(c(=O)n(C)c(=O)n2C)n1CCC(C)C

Reformatted: entries from further up.
C[C@@H](CN1C(=O)C(=O)NC[C@@H]1C)NC(=O)CC12CC3CC(CC(C3)C1)C2
  DDE Tn6 FP inh: 4 | KLK7 zymogen act: -0.4 | UHRF1 binding: 2 | PLC-beta3 inh: 1 | ASAP1 GAP inh: 8 | Tn7 DDE FP: -7 | HGIII-sPLA2 inh: -1 | PLCg1 inh: 3 | ARFGAP1 inh: -4 | Rev-erbA mod: -2
CC(C)(C)C1(O)CC(C(F)(F)F)=NN1C(=O)Cc1ccc([N+](=O)[O-])cc1 (configuration not stated)
  DDE Tn6 FP inh: 0 | KLK7 zymogen act: 0.4 | UHRF1 binding: -3 | PLC-beta3 inh: -4 | ASAP1 GAP inh: 7 | Tn7 DDE FP: -7 | HGIII-sPLA2 inh: -28 | PLCg1 inh: -3 | ARFGAP1 inh: -1 | Rev-erbA mod: 2
Clc1ccc(-c2nnc(-c3ccccc3)nc2-c2c[nH]c3ccccc23)cc1
  DDE Tn6 FP inh: 5 | KLK7 zymogen act: -0.2 | UHRF1 binding: 1 | PLC-beta3 inh: 3 | ASAP1 GAP inh: 4 | Tn7 DDE FP: -6 | HGIII-sPLA2 inh: 4 | PLCg1 inh: -1 | ARFGAP1 inh: 5 | Rev-erbA mod: -1
CCCCN(CCCC)CCNC(=O)c1cn(C)c2ccc(S(=O)(=O)N(C)C3CCCCC3)cc2c1=O
  DDE Tn6 FP inh: -7 | KLK7 zymogen act: -0.5 | UHRF1 binding: 1 | PLC-beta3 inh: -6 | ASAP1 GAP inh: -1 | Tn7 DDE FP: 8 | HGIII-sPLA2 inh: 6 | PLCg1 inh: 7 | ARFGAP1 inh: 4 | Rev-erbA mod: 4
